Bioassay records (PubChem)
APEX1 inh: qHTS Assay for Inhibitors of the Human Apurinic/apyrimidinic Endonuclease 1 (APE1); recombinant APE1, TAMRA/BHQ-2 abasic DNA cleavage fluorescence; Potency, µM (highest dose often 65.8 µM), without a hit: top-dose activity change, negative = inhibition, actives largely listed as inhibitors; 350,000 tested, 0.35% active; AID 2517, 2012;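 further: plate controls were vehicle for no effect and reference inhibitor for full effect; nearly all actives have a fitted effect of over 55% in size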
Target sequence (P27695 whole entry, looked up): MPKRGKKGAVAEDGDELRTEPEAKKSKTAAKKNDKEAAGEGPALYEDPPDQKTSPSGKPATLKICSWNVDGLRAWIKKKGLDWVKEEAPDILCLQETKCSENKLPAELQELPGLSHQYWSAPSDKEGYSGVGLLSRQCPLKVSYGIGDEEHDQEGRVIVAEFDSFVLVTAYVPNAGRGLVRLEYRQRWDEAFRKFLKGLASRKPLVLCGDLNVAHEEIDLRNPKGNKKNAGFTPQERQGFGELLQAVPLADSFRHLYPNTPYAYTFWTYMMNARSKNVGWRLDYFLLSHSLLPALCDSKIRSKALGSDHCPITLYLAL
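Incision of a quenched TAMRA/BHQ-2 THF abasic-site duplex (50 nM) by 0.75 nM APE1, after 15 min compound preincubation, measured as fluorescence increase over three 60 s reads. Values normalized to buffer, DMSO and NSC13755 control wells.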
Pol iota inh: qHTS for Inhibitors of Polymerase Iota | AID 588590, 2011 | Potency, µM (top dose mostly 115 µM), without a hit: top-dose activity, negative = inhibition, most hits filed as inhibitors | 390,000 tested, 1% active | Pol iota fluorescent replication assay, 10 min | DNA polymerase iota (Homo sapiens), Q9UNA4
Target sequence (Q9UNA4 whole entry, looked up): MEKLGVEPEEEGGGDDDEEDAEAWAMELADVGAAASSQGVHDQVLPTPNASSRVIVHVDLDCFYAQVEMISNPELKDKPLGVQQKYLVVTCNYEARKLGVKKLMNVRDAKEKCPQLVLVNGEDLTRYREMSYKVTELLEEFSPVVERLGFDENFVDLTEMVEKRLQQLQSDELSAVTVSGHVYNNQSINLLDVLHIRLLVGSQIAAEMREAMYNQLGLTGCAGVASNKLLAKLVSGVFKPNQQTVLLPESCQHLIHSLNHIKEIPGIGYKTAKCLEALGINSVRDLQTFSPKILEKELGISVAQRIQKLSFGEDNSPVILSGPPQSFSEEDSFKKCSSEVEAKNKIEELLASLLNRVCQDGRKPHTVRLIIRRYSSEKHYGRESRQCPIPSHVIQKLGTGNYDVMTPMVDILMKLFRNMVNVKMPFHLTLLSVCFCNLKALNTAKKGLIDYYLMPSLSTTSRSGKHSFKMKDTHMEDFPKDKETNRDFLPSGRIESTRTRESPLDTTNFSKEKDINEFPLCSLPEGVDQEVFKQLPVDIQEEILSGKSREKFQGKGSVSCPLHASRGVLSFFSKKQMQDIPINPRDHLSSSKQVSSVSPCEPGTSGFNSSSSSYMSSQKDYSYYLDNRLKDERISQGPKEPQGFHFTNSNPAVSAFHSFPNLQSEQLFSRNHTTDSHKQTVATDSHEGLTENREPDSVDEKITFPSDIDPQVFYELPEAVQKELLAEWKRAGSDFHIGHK
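Fluorescent replication assay read twice, at 0 min and 10 min after adding 50 nM (final) substrate. Enzyme (10 nM) and compounds were first incubated 15 min at room temperature; enzyme-free buffer wells were negative controls.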
G9a inh: qHTS Assay for Inhibitors of Histone Lysine Methyltransferase G9a; Histone-lysine N-methyltransferase EHMT2 (Homo sapiens), Q96KQ7; G9a H3K9 monomethylation, AlphaScreen, 2 h; Potency, µM (series often up to 102 µM), for inactives: top-dose activity, negative = inhibition, usual class: inhibitors; AID 504332, 2011; 350,000 tested, 8.8% active; further: on the % scale 0 is the no-effect control and ±100 the full control effect; nearly all actives have a fitted effect of over 75% in size
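Using a bead-based AlphaScreen, monomethylated H3K9 product from 2 h room-temperature reactions (G9a 20 nM, peptide 500 nM, SAM 20 uM) was detected with 0.5 ug/mL rabbit anti-H3K9me1 antibody.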
Pol eta inh: qHTS for Inhibitors of Polymerase Eta; DNA polymerase eta (Homo sapiens), Q9Y253; recombinant Pol eta, fluorescent DNA replication assay; Potency, µM (doses to about 114 µM), for inactives: at the top dose activity change, negative = inhibition, usual class: inhibitors; 390,000 tested, 1.2% active; AID 588591, 2011; further: on the % scale 0 is the no-effect control and ±100 the full control effect
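Pol eta at 10 nM preincubated with compounds 15 min at room temperature; reaction started with fluorescent substrate (50 nM final) and read kinetically at 0 and 10 min.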
BLM helicase inh: qHTS Assay for Inhibitors of Bloom's syndrome helicase (BLM) | RecQ-like DNA helicase BLM (Homo sapiens), P54132 | AID 2528, 2010 | Potency, µM (titrated, usually from 56.1 µM), for the others: at the top dose activity change, negative = inhibition, hits mostly inhibitors | recombinant BLM DNA unwinding, fluorescence dequenching | 350,000 tested, 0.2% active;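 further: plate controls were vehicle for no effect and no enzyme for full effect; nearly all actives have a fitted effect of over 35% in size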
Pol kappa inh: qHTS for Inhibitors of Polymerase Kappa; DNA polymerase kappa (Homo sapiens), Q9UBT6; purified Pol kappa, fluorescent DNA synthesis assay, 10 min; Potency, µM (top dose mostly 107 µM), inactives show top-dose activity, negative = inhibition, hits mostly inhibitors; 400,000 tested, 0.53% active; further: on the % scale 0 is the no-effect control and ±100 the full control effect
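First, compounds were pin-transferred onto 10 nM Pol kappa. After 15 min at room temperature, substrate was added to 50 nM final. Fluorescence was then measured kinetically at 0 and 10 min.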
JMJD2A Tudor inh: qHTS Assay for Inhibitors of JMJD2A-Tudor Domain. Lysine-specific demethylase 4A (Homo sapiens), O75164. AlphaScreen JMJD2A-Tudor / H3K4me3 peptide binding. Potency, µM (series often up to 114 µM), without a hit: at the top dose activity change, negative = inhibition, hits mostly inhibitors. 390,000 tested, 4.4% active; further: on the % scale 0 is the no-effect control and ±100 the full control effect; nearly all actives have a fitted effect of over 50% in size
Pol beta inh: qHTS Assay for Inhibitors of DNA Polymerase Beta; P06746; Pol beta primer extension/strand displacement, fluorescence kinetic; Potency, µM (series often up to 114 µM), inactives show at the top dose activity change, negative = inhibition, actives largely listed as inhibitors; 340,000 tested, 1.3% active; AID 485314, 2010; further: on the % scale 0 is the no-effect control and ±100 the full control effect
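Reaction started by 50 nM substrate onto compound-treated Pol beta (10 nM, 15 min preincubation, room temperature); plates read at 0 min and 10 min. Normalized concentration-effect data fitted by four-parameter Hill equation.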
BAZ2B block: qHTS Assay for Inhibitors of BAZ2B. Bromodomain adjacent to zinc finger domain protein 2B (Homo sapiens), Q9UIF8. AlphaScreen BAZ2B-H3K14Ac peptide displacement. Potency, µM (top dose mostly 114 µM), for the others: at the top dose activity change, negative = inhibition, hits mostly inhibitors. 360,000 tested, 4.4% active; further: on the % scale 0 is the no-effect control and ±100 the full control effect; nearly all actives have a fitted effect of over 60% in size
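BAZ2B (50 nM) with biotin-H3(5-23)K14Ac peptide (50 nM) in PBS pH 7.4, 0.01% Tween-20, preformed 30 min, then compound 30 min at room temperature; top concentration 110uM. AlphaScreen streptavidin donor/nickel chelate acceptor beads (10 ug/mL final), 20 min dark, signal read.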
* marks the source's active call; other numbers are inactive results; ? = inconclusive; / = not tested or not shown; & = joins results of further samples; [ ] = dose if it differs, or a comment. The call rests on the fitted dose curve; in most records, active means well fitted curve in the direction sought with a large enough effect; inconclusive means small, poorly fitted or top-dose-only effect, or another doubt; inactive means no such curve, though single readings can be large; an effect the other way counts as inactive or inconclusive. Potency means the concentration at half of the fitted maximal effect. An excerpt; rates above refer to the full screens.

Start of the listing, in advance, two compounds:
Order of values: BAZ2B block | Pol kappa inh | Pol beta inh | Pol eta inh | BLM helicase inh | APEX1 inh | Pol iota inh | G9a inh | JMJD2A Tudor inh
Cc1ccc(N2C(=O)NC(=O)C(CCc3ccncc3)(Cc3cccc(Cl)c3Cl)C2=O)cc1 (stereo unspecified)
    -3% | -9% | 4% | -21% | -2% | -6% | 10% | -10%[59 µM] | -13%
COc1ccc(CN2CCN(C(=O)Cn3c(=O)oc4cc(Cl)ccc43)CC2)c(OC)c1OC
    0% | 12% | -19% | ? | -4% | 54%[activator] | 18% | -2% | -27%

The whole of this part, repeating the preview:
Order of values: BAZ2B block | Pol kappa inh | Pol beta inh | Pol eta inh | BLM helicase inh | APEX1 inh | Pol iota inh | G9a inh | JMJD2A Tudor inh
Cc1ccc(N2C(=O)NC(=O)C(CCc3ccncc3)(Cc3cccc(Cl)c3Cl)C2=O)cc1 (stereo unspecified)
    -3% | -9% | 4% | -21% | -2% | -6% | 10% | -10%[59 µM] | -13%
COc1ccc(CN2CCN(C(=O)Cn3c(=O)oc4cc(Cl)ccc43)CC2)c(OC)c1OC
    0% | 12% | -19% | ? | -4% | 54%[activator] | 18% | -2% | -27%
CC(C)C(=O)Nc1nnc(CCN(CCc2nnc(NC(=O)C(C)C)s2)[N+](=O)[O-])s1
    3% | -10% | 3% | -5% | -5% | 0% | 0% | -26% | -9%
CCCCn1c(=O)c(C(=O)Nc2ccccc2C)c(O)c2ccccc21
    -36% | -14% | 38% | -9% | -4% | 42%[activator] | 120%[activator] | 27% | 22%
O=C1c2ccccc2C(=O)N1Cc1nc2ccccc2c(=O)n1-c1cccnc1
    2% | -1% | -4% | -13% | -4% | -3% | -4% | -4%[12.7 µM] | -2%
CNC(=O)Oc1ccc(-c2cn3cc(C)ccc3n2)cc1
    -11% | -17% | 15% | -11% | 8% | 5% | 13% | ? | -13%
O=C(CC1CCCCC1)N1CCC(c2nc(-c3ccc(S(=O)(=O)N4CCCC4)cc3)no2)CC1
    -8% | 10% | ? | -7% | -5% | -2% | 7% | 8% | -18%
COCCn1c(-c2ccccc2)cc(C(=O)O)c1C
    / | 1% | / | 0% | / | / | ? | / | -20%[11.4 µM]
COc1ccc(CC2c3cc(OC)c(OC)cc3CCN2C)cc1OC (stereo unspecified)
    0% | -3% | 0% | -13% | 2%&2% | 4%&-1% | 83%[activator] | 12%[59 µM] | 4%
COc1cc(CNc2ccc3[nH]c(=O)[nH]c3c2)ccc1OCc1ccccc1C
    -29% | -1% | 1% | 5% | -5% | 37% | 87%[activator] | ? | -35%
Cc1cccc(C)c1NC1=NCCCCS1
    4% | -5% | 20% | 6% | -5% | 15% | 5% | 20%[12.7 µM] | -20%
Cc1cccc(OP(N)(=O)Oc2cccc(C)c2C)c1C
    0% | -6% | -7% | -15% | -2% | -1% | 8% | -6% | -1%
COC(=O)C1=C(c2ccc(-c3ccccc3)c(F)c2)C[C@@H]2CC[C@H]1N2C(=O)NCCO
    -6% | 9% | / | -9% | / | 36% | 32%[activator] | 4%[0.501 µM] | -14%
COCCOC(=O)C1=C(C)OC(N)=C(C(=O)OC)C12C(=O)Nc1ccccc12 (stereo unspecified)
    0% | 0% | 2% | -1% | 1% | 0% | 3% | 13%[59 µM] | -18%
CC/C(=N\Nc1ccccc1)c1c(O)n(C)c(=O)n(C)c1=O
    -30% | -9% | 11% | -15% | 1% | 3% | -6% | 22µM* | -18%
COc1ccc2c3c1OC1C(O)C=CC4C(C2)[N+](C)(C)CCC341 (stereo unspecified)
    22µM* | 7% | 2% | -19% | -3% | 29% | 21% | 7.9µM* | 16µM*
COC(=O)C1=C(c2cccc(OC)c2OC)C[C@@H]2CC[C@H]1N2C(=O)N1CCC(C)CC1
    / | -3% | / | -18% | / | / | 26% | / | -26%
CCC1(CC)C(=O)N(C)C(=O)NC1=NC
    -10% | -11% | -1% | 3% | -1% | -3% | 128%[activator] | 11% | -8%
N/C(=N\[N+](=O)[O-])N1CCN(C(=O)c2ccccn2)CC1
    ? | -5% | -13% | -1% | -3% | 7% | 135%[activator] | 16% | -9%
COc1ccc(N(CC(=O)Nc2cc(OC)ccc2OC)S(C)(=O)=O)cc1
    -4% | -4% | 1% | 5% | -1% | 14% | 7% | -37%[59 µM] | -11%
CC1=C(C/C(C)=C/c2ccccc2)/C(=C/CO)[C@@H]2OC(=O)O[C@]2(C)C12CC2
    / | -4% | / | -5% | / | / | 10% | / | -5%
Cc1cc(C=C2C(=O)NC(=O)NC2=O)c(C)n1-c1ccncc1
    -23% | -9% | -12% | ? | -23% | 3% | ? | ? | -13%
Cc1ccc2cc3cc(C(=O)N4CCC5(CC4)OCCO5)oc3nc2c1
    7% | -9% | 66% | 7% | -1% | 4% | -1% | 7%[0.0925 µM] | 1%
COc1ccc(CN2CCN(Cc3ccccc3OC)CC2)cc1
    25µM* | -5% | -4% | -7% | -2% | 31%[activator] | ? | 2µM* | 4µM*
Nc1ccc(-c2ccccc2)cc1
    / | -3% | / | -19% | / | -1% | -3% | / | -23%
Fc1ccc(C2=CCN(C(c3ccc(Cl)cc3)c3nnnn3Cc3ccccc3)CC2)cc1 (stereo unspecified)
    -7% | -4% | 14% | -24% | -5% | -5% | 23% | 16%[59 µM] | -13%
C[N+]1(CC(O)c2ccccc2)CCCCCC1 (stereo unspecified)
    79µM* | -1% | 26% | -9% | 0% | 30% | 36%[activator] | 50µM* | -4%
CN1C[C@H](C(=O)N[C@]2(C)O[C@@]3(O)[C@@H]4CCCN4C(=O)[C@H](Cc4ccccc4)N3C2=O)C=C2c3cccc4[nH]cc(c34)C[C@H]21
    / | -19%[60.1 µM] | / | / | -12% | ? | / | 13µM* | /
CC1(C)CC(=O)C(C=NCCN2CCN(C(=O)Cc3ccc(Cl)cc3)CC2)=C(O)C1
    3% | 1% | 57% | -6% | 0% | 1% | -2% | -22% | -20%
CN1C(=O)c2ccccc2Sc2ccc(NC(=O)NCc3ccc(Cl)cc3)cc21
    -10% | -8% | ? | -16% | -8% | / | 14% | -3%[59 µM] | -22%
CC(=O)OC(C)(C)/C=C/C(=O)[C@](C)(O)C1[C@H](O)C[C@@]2(C)C3CC=C4C(C[C@H](O)C(=O)C4(C)C)[C@]3(C)C(=O)C[C@]12C (stereo partly specified)
    / | 14% | / | -2% | / | 22% | 20% | / | -6%
Cc1ccccc1CN1CCNCC1
    -21% | 3% | -2% | -11% | -4% | 1% | 9% | / | -3%
O=C(NC1CCCCC1)N1C[C@H]2C[C@@H](C1)c1cccc(=O)n1C2
    5% | -13% | 22% | 5% | -2% | 13% | 3% | 2% | 1%
CSc1nn(-c2ccc(C(=O)OCC(=O)NC(=O)NC(C)C)cc2)c(=S)s1
    ? | -9% | 11% | -26% | -5% | -5% | 2% | -19%[59 µM] | ?
Cc1ccccc1-n1c(O)c(C=NCCN2CCOCC2)c(=O)[nH]c1=O
    9% | -12% | 2% | -2% | -6% | 3% | 6% | -29%[12.7 µM] | 2%
CCCCn1c(O)c(C(C)=NCC2CCCO2)c(=O)[nH]c1=O (stereo unspecified)
    7% | -1% | 9% | 10% | -3% | 1% | 7% | -2%[59 µM] | -19%
CN(C(=O)Cc1ccccc1)[C@H](CN1CCCC1)c1ccccc1
    / | 3%&-9%[19.4 µM] | / | / | 2% | 15%&-1% | / | -8%[59 µM] | /
COC/C=C1\CN2C3C[C@@H]1[C@H]1COC4=Nc5cc(OC)c(OC)c(OC)c5[C@@]43C[C@@H]12
    / | -12% | / | -15% | / | / | 25% | / | -17%
COc1cccc(CNCCc2ccc(F)cc2)c1
    40µM* | -3% | 23% | -22% | 0% | -7% | 6% | -19% | ?
CCN(C(=O)CSc1ncccc1C(=O)Oc1cccc([N+](=O)[O-])c1)c1cccc(C)c1
    -29% | -3% | 2% | -8% | -8% | -3% | ? | ? | -29%
CCOCCN1CCN(c2nnc3n2-c2ccc(Cl)cc2C(c2ccccc2Cl)=NC3)CC1
    1% | -11% | 14% | -3% | 1% | -3% | 11% | 5%[59 µM] | -11%
CCOC(=O)c1c(C)n(Cc2ccccc2)c2ccc(OCC(O)CNC(C)(C)C)cc12 (stereo unspecified)
    -30% | 1% | -31% | -27% | -2% | 19% | 52%[activator] | -51% | ?
Cc1ccccc1CN1CCc2nc(N3CCN(c4ccccn4)CC3)ncc2C1
    ? | -5%[60.1 µM] | 20% | -8% | -5% | / | 8% | -3%[12.7 µM] | 89µM*
CC(CCn1cccn1)NC(=O)CCc1nnc(CCc2ccccc2)o1 (stereo unspecified)
    -4% | -6% | 11% | -21% | -3% | 16% | 68%[activator] | 16%[12.7 µM] | 3%
CC(=O)OC1(c2ccccc2)CCN(C)C(C)C1C (stereo unspecified)
    9% | -10% | 28% | -14% | 3% | 0% | 16% | 7%[59 µM] | -5%
NNC(=O)c1nn(-c2ccccc2)cc1O
    -32% | / | ? | / | -18% | 1% | / | 4% | /
O=C(c1ccc(C(F)(F)F)cc1)C1CCCN(Cc2ccncc2)C1 (stereo unspecified)
    -15% | -5% | ? | -20% | -8% | 8% | 126%[activator] | / | -26%
Cc1ccc(/C=C2\C(=O)NC(=S)N(c3cccc(F)c3)C2=O)o1
    50µM* | 32µM* | -3% | 7.1µM* | -11% | -6% | ? | 1.8µM* | 45µM*
O=C1Nc2cc(C(=O)N3CCC4(CC3)OCCO4)ccc2S/C1=C\c1ccccc1
    -34% | -4% | 0% | -10% | -2% | 35%[activator] | -5% | -7%[59 µM] | -22%
